West Nile virus CPE: West Nile virus antiviral activity, cell-based, CPE readout (AID 1621). West Nile virus-infected cells, CPE inhibition; higher % means a stronger effect. CPE inhibition, % at 10 µM; hits with a dose series show IC50 in µM. actives 0.02% (n = 290,000); in the data active means a potency from the dose series; further: strong numbers were not always called active
GPR55 LPI antagonism: GPR55 antagonists blocking LPI-driven arrestin recruitment, primary screen, imaging, U2OS, beta-arrestin-GFP, LPI agonist (AID 2013). G-protein coupled receptor 55 (Homo sapiens). U2OS GPR55 beta-arrestin-GFP translocation imaging, LPI antagonism; higher % means a stronger effect. inhibition, % at 10 µM; hits with a dose series show IC50 in µM. actives 0.13% (n = 290,000);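 active means spots per cell inhibited over 60%, with over 100 cells counted and total cytoplasm intensity under 500,000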;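 further: U2OS cells stably carrying GPR55 and arrestin-GFP stimulated by 5 µM LPI near EC80; imaged beta-arrestin-GFP aggregate spots per cell after agonist stimulation; plate controls were LPI-stimulated DMSO wells for no effect and DMSO wells without LPI for full effect; some results filed as inactive read as strong as hits; confirmed hits need IC50 under 10 µM and bright autofluorescent wells are also inconclusive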
GPR55 activation: GPR55 agonists via beta-arrestin recruitment, primary screen, imaging, U2OS cells, beta-arrestin-GFP redistribution (AID 1961); U2OS GPR55 beta-arrestin-GFP redistribution imaging; higher % means a stronger effect; actives 0.048% (n = 290,000); G-protein coupled receptor 55 (Homo sapiens); activation, % at 10 µM; hits with a dose series show EC50 in µM;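 active means activation above 40% with more than 50 cells counted in the well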;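 further: U2OS osteosarcoma cells stably expressing GPR55 and beta-arrestin-GFP; plate controls were DMSO negative control for no effect and LPI positive control for full effect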
T cell HTS: modulators of CD8 T cell-vesicle binding, primary screen, mouse 2C CD8+ T cells, flow cytometry; 2C CD8+ T cell-vesicle binding; hits give low values; calls only at 7 µM; actives 0.068% (n = 330,000);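 active means response, share of CD8 T cells binding vesicles, and their 90th percentile fluorescence all below set limits, cut at about 80% in these data, passing the limit was not always enough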
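Assay system: 2C TCR transgenic mouse naive CD8+ T cells, MACS-purified | Read-out: CD8+ gate FL2 mean fluorescence as % of same-row positive control | Signal: High-throughput flow cytometry with anti-B7-1 and anti-CD8 staining | Timing: Binding step 1.5 h, 37 °C, antibody labelling 20 min, ice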
GPR35 antagonists: GPR35 antagonists blocking zaprinast-driven arrestin recruitment, primary screen, imaging, U2OS, beta-arrestin-GFP, zaprinast agonist (AID 2058); actives 0.052% (n = 290,000); U2OS GPR35 beta-arrestin-GFP translocation imaging, zaprinast antagonism; higher % means a stronger effect; G-protein coupled receptor 35 (Homo sapiens); inhibition, % at 10 µM; hits with a dose series show IC50 in µM;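 active means inhibition of at least 50% with at least 30 cells and total cytoplasm GFP at most 10,000,000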
KOR beta-arrestin-1: KOR antagonists, beta-arrestin recruitment, cell-based, luminescence, uHTS (AID 1778); KOR beta-arrestin recruitment, luminescence, antagonist mode; higher % means a stronger effect; one-dose inhibition, % at 10 µM; IC50 in µM for titrated hits; actives 0.091% (n = 290,000); in the data active means inhibition above about 50%; further: strong numbers were not always called active
Salmonella PhoP GFP: inhibitors of PhoP regulon expression, primary screen, Salmonella Typhimurium, GFP reporter (AID 1863) | actives 0.16% (n = 300,000) | inhibition, % at 50 µM, or IC50 in µM where a hit was titrated | S. Typhimurium PhoP-regulated promoter GFP reporter, 4 h; higher % means a stronger effect;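 active means inhibition over 29.93%, a cutoff 3 SD above the screen mean, later confirmed by dose response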;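 further: 0% = low Mg2+ inducing control and 100% = high Mg2+ repressing control; strong numbers were not always called active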
NTR1 agonist: agonists of NTR1, primary screen, imaging, U2OS cells, beta-arrestin-GFP, high content (AID 493036). Neurotensin receptor type 1 (Homo sapiens), P30989. NTR1-U2OS beta-arrestin-GFP spot imaging, agonist mode. activation, % at 20 µM. actives 0.17% (n = 330,000);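 active means activation at or above 40% of the spot to cytoplasm intensity ratio, with at least 20 cells analyzed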;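 further: 0% = DMSO without peptide and 100% = 100 nM NTR1 peptide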
Target sequence (P30989 whole entry, looked up): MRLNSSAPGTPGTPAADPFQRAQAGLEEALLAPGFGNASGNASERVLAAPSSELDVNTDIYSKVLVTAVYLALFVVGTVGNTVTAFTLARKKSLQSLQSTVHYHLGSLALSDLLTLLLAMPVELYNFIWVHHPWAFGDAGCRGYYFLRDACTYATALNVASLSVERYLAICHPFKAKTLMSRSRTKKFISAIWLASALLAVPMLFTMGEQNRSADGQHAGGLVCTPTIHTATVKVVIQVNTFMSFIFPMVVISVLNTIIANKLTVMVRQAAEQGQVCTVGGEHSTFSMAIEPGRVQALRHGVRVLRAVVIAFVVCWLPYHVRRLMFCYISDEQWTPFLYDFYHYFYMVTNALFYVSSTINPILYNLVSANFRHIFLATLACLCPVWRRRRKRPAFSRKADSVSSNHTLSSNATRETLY
KOR beta-arrestin-2: KOR agonists, beta-arrestin recruitment, primary screen, cell-based, luminescence, uHTS (AID 1777) | Kappa-type opioid receptor (Homo sapiens) | KOR beta-arrestin recruitment, luminescence; higher % means a stronger effect | activation, % at 10 µM, or EC50 in µM where a hit was titrated | actives 0.02% (n = 280,000); in the data active means activation above about 50%, passing the limit was not always enough; further: a part of the inactive calls stands beside numbers as strong as those of hits
T cell HTS vesicle-bound %: second read-out of T cell HTS, no call of its own (marks repeat the call); double positive events, %; measured here: CD8+ vesicle-bound cell fraction;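 binding gate set so that unloaded-vesicle control wells show 10% double positive cells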
NTR1 agonist cell count 20 µM: further read-out of NTR1 agonist, marked with its call; cell count; measured here: cell count, cytotoxicity flag
* = called active by the depositor; i = inactive; . = no result given; [ ] = dose if it differs, or a comment. Some of the compounds tested. The share of hits here may be higher or lower than overall.

Below each SMILES – GPR55 LPI antagonism	GPR35 antagonists	KOR beta-arrestin-1	NTR1 agonist	GPR55 activation	T cell HTS vesicle-bound %	KOR beta-arrestin-2	NTR1 agonist cell count 20 µM	Salmonella PhoP GFP	T cell HTS	West Nile virus CPE
COP(=O)(OC)C(O)C(Cl)(Cl)Cl (stereo not drawn)
  -1%	-6%	-4%	2.2	-0.1%	38	-0.8%	73	-1%	i	.
O=C(CF)NC(NC(=S)Nc1cccc([N+](=O)[O-])c1)C(Cl)(Cl)Cl (stereo not drawn)
  5%	-5%	16%	0.5	0.5%	44	-9.3%	85	-8%	i	-0.5%
Cc1nccn1Cc1ccc(Cl)nc1
  -7%	-9%	-25%	0.0	0.8%	34	3.5%	66	10%	i	-0.2%
COC(=O)c1ccc(COc2cc(C)cc3oc(=O)c4c(c23)CCCC4)o1
  2%	-15%	-17%	4.5	0.8%	44	-1.5%	51	17%	i	-0.7%
CCCN1CCC2(CC1)NC(CO)(CO)CO2
  4%	6%	-27%	-1.3	-0.4%	14	-0.7%	35	2%	i	0.1%
CN1CCN(c2ccc(NC(=O)Oc3ccccc3)cc2)CC1
  11%	19%	18%	-0.9	-0.1%	31	-3.3%	80	-7%	i	0.3%
C[C@H](NC(=O)N1C[C@H]2C[C@@H](C1)c1cccc(=O)n1C2)C(=O)Nc1ccccc1F
  -3%	3%	37%[20 µM]	3.3	-0.1%	32	-8.2%	81	.	i	-0.5%
Cc1cc(OCc2nn[nH]n2)c2c3c(c(=O)oc2c1)CCC3
  6%	2%	24%	-0.6	-0.2%	22	.	71	1%	i	-0.4%
COC(=O)C(O)(c1cn(C)c2ccccc12)C(F)(F)F (stereo not drawn)
  3%	10%	8%	-1.2	0.2%	49	-0.1%	43	-18%	i	-0.1%
O=C(Cn1nc(-c2ccc(Cl)cc2)ccc1=O)N1CCC2(CC1)OCCO2
  4%	-3%	-9%	-0.4	0.1%	9	-5.5%	39	-9%	i	-0.5%
Cc1ccc(-c2nc3ccc(C)cn3c2CC(=O)N(C)C)cc1
  .	.	.	-0.7	.	39	.	45	-1%	i	-0.4%
CC1=CC(=C2C(=O)NC(=O)NC2=O)C=C(C(F)(F)F)N1C(C)C
  .	-4%	-18%	-1.4	-0.2%	35	-2.9%	80	9%	i	-0.3%
O=C(NC[P+](=O)O)OCc1ccccc1
  8%	4%	11%	-1.0	-0.1%	35	4.0%	49	10%	i	0.4%
Cn1c(O)c(C2=NNC(c3ccc(Cl)cc3)C2)c(=O)n(C)c1=O (stereo not drawn)
  10%	3%	-25%	0.2	0.0%	24	-0.4%	43	1%	i	0.0%
Cn1cc(C=C2C(=O)NC(=O)NC2=O)c2ccccc21
  11%	-16%	-34%	0.8	0.0%	17	0.7%	73	-8%	i	-0.7%

The list goes on, starting with the last 2 of the part before.
Below each SMILES – GPR55 LPI antagonism	GPR35 antagonists	KOR beta-arrestin-1	NTR1 agonist	GPR55 activation	T cell HTS vesicle-bound %	KOR beta-arrestin-2	NTR1 agonist cell count 20 µM	Salmonella PhoP GFP	T cell HTS	West Nile virus CPE
Cn1c(O)c(C2=NNC(c3ccc(Cl)cc3)C2)c(=O)n(C)c1=O (stereo not drawn)
  10%	3%	-25%	0.2	0.0%	24	-0.4%	43	1%	i	0.0%
Cn1cc(C=C2C(=O)NC(=O)NC2=O)c2ccccc21
  11%	-16%	-34%	0.8	0.0%	17	0.7%	73	-8%	i	-0.7%
Cc1c(C(c2ccc(O)cc2)c2c(O)c3ccccc3oc2=O)c(=O)n(-c2ccccc2)n1C (stereo not drawn)
  -11%	-12%	5%	-0.6	0.5%	43	9.4%	56	-7%	i	0.0%
CCOC(=O)C1(c2ccccc2)CCN(CC(=O)Nc2ccc(C)cc2)CC1
  7%	-2%	5%	0.7	-0.3%	9	-2.5%	43	3%	i	-1.8%
Cc1ccc(-c2nc3ccccc3c(=O)n2-c2ccncc2)cc1
  -10%	-1%	31%	-0.4	-0.3%	37	0.1%	80	-4%	i	-0.4%
CN1C2CCC1/C(=C/c1ccccn1)C(=O)/C2=C\c1ccccn1
  3.3µM*	24%	27%	.	0.3%	17	0.1%	.	1%	i	-1.9%
CN(C)C(=O)Oc1cccc(NC(=O)N2CCOCC2)c1
  -11%	-8%	-20%	-1.3	0.1%	37	8.2%	43	5%	i	0.9%
CCN1CCN(Cc2cc(OC)c(OC)cc2[N+](=O)[O-])CC1
  -7%	-7%	-17%	4.7	-0.1%	42	-0.1%	46	4%	i	-0.3%
CCC(C)N1C(=O)/C(=C\c2ccc(N3CCCCCC3)cc2)C(=O)NC1=S (stereo not drawn)
  9%	5%	4%	2.9	0.3%	8	1.2%	45	8%	i	-0.7%
CCC1(C(=O)c2ccccc2)C2c3ccccc3OC(=O)C21C(C)=O (stereo not drawn)
  -1%	-2%	-2%	0.0	0.3%	33	1.1%	51	-1%	i	0.1%
O=C1CN=C(c2ccc(Br)cc2)c2oc3ccccc3c2N1
  1%	6%	-4%	-1.1	-0.2%	44	4.0%	50	11%	i	-0.5%
COc1cccc(NC(=O)[C@@H](NC(=O)N2C[C@H]3C[C@@H](C2)c2cccc(=O)n2C3)C(C)C)c1
  -8%	-14%	-20%[20 µM]	5.9	-0.1%	36	-2.2%	83	1%	i	-0.2%
O=C(O)c1ccc(Cl)nc1
  4%	0%	-15%	1.4	0.2%	63	5.2%	80	-9%	i	-0.4%
COc1cccc(N(C(C)=O)C2=NCCCS2)c1
  5%	7%	-53%[20 µM]	0.3	-0.3%	61	-1.3%	61	-5%	i	-1.0%
O=[N+]([O-])c1ccc(N2CCCCC2)c2ncccc12
  -7%	14%	8%	1.4	-0.1%	66	.	45	-4%	i	-0.2%
CCN(CC)CCCOC(=O)C(OC(C)C)(c1ccccc1)c1ccccc1
  -1%	-6%	-7%	1.4	-0.3%	33	3.5%	85	1%	i	-0.2%
O=C(OCCN1CCOCC1)C1(c2ccccc2)CCCC1
  -12%	0%	-31%	0.4	0.1%	21	3.4%	54	-10%	i	-0.4%
CC(Cc1ccccc1)NC(N)=O (stereo not drawn)
  2%	2%	16%	-0.8	-0.1%	61	0.6%	95	-5%	i	-0.1%
COc1ccc(-c2nc(CSCC(=O)N3CCC4(CC3)OCCO4)c(C)o2)cc1OC
  -13%	5%	9%	5.7	-0.1%	14	2.3%	88	3%	i	-0.3%
O=C(COc1ccc2c3c(c(=O)oc2c1)CCC3)N1C[C@H]2C[C@@H](C1)c1cccc(=O)n1C2
  -5%	-18%	3%[20 µM]	-0.4	-0.1%	42	-3.4%	94	-6%	i	-0.7%
O=[N+]([O-])c1ccc(N2CCCC2)cc1N/N=C1\CN2CCC1CC2
  92%	-7%	-16%	0.4	0.7%	44	-3.9%	52	8%	i	-1.3%
CC1=CC(=C2C(=O)NC(=O)NC2=O)C=C(C(F)(F)F)N1Cc1ccccc1
  -20%	-11%	-71%[20 µM]	-0.5	-0.1%	59	-1.2%	62	3%	i	-1.1%
COc1cc(C(c2c(C)[nH]n(-c3ccccc3)c2=O)c2c(C)[nH]n(-c3ccccc3)c2=O)cc(OC)c1OC
  15%	-1%	-10%	0.7	0.4%	39	8.4%	51	4%	i	.
Cn1cccc1/C=C1/C(=O)NC(=S)N(Cc2ccc(F)cc2)C1=O
  5%	15%	-79%	23	0.7%	28	7.0%	67	-1%	i	-0.1%
COC(=O)C1=C(N)OC(C)=C(C(C)=O)C12C(=O)N(C)c1ccccc12 (stereo not drawn)
  11%	3%	10%	1.1	-0.2%	36	-8.7%	43	.	i	0.6%
O=C1CC(=O)N(c2cccc(Cl)c2)C(=O)N1
  -8%	18%	15%	-0.2	-0.1%	.	4.0%	62	4%	.	0.9%
O=c1cccc2n1C[C@@H]1C[C@@H]2CN(CC(O)c2ccc([N+](=O)[O-])cc2)C1 (stereo partly drawn)
  -3%	-14%	-2%	1.4	0.5%	38	4.1%	91	11%	i	-0.3%
C(#CCN1CCOCC1)COCc1ccccc1
  0%	1%	-5%	-0.9	0.1%	19	-11%	40	1%	i	-0.2%
CN(C)c1ccc(C=C(C#N)C#N)cc1
  -4%	-3%	41%	1.6	0.5%	50	-0.5%	42	1%	i	1.1%
CCN1C(=O)NC(=O)/C(=C/c2cc(C)n(-c3sc(C)c(C)c3C#N)c2C)C1=O
  -2%	25%	-8%	-1.0	0.5%	44	3.2%	42	10%	i	-0.4%
O=c1cccc2n1C[C@H]1C[C@@H]2CN2CCCC[C@@H]12
  7%	-2%	15%	0.3	0.3%	3	5.1%	63	-6%	i	0.4%
O=C(CN1CCOCC1)NCC(=O)Nc1ccc(Br)cc1C(=O)c1ccccc1
  8%	14%	-16%	1.3	-0.1%	45	-4.5%	81	-1%	i	-0.1%

Single values from the results shown:
Value of COc1cccc(NC(=O)[C@@H](NC(=O)N2C[C@H]3C[C@@H](C2)c2cccc(=O)n2C3)C(C)C)c1 under NTR1 agonist cell count 20 µM: 83
Value of COc1cccc(N(C(C)=O)C2=NCCCS2)c1 under GPR35 antagonists: 7%
Value of O=[N+]([O-])c1ccc(N2CCCC2)cc1N/N=C1\CN2CCC1CC2 under T cell HTS vesicle-bound %: 44
Value of CCN1C(=O)NC(=O)/C(=C/c2cc(C)n(-c3sc(C)c(C)c3C#N)c2C)C1=O under Salmonella PhoP GFP: 10%

Following part.
Below each SMILES – GPR55 LPI antagonism	GPR35 antagonists	KOR beta-arrestin-1	NTR1 agonist	GPR55 activation	T cell HTS vesicle-bound %	KOR beta-arrestin-2	NTR1 agonist cell count 20 µM	Salmonella PhoP GFP	T cell HTS	West Nile virus CPE
CCOC(=O)c1c(C)c(P(=S)(N2CCOCC2)N2CCOCC2)n(C)c1C
  6%	26%	-45%	1.1	-0.3%	52	5.1%	45	6%	i	-0.4%
Oc1cc2c(cc1CN1CCN(c3ccc(F)cc3)CC1)OCO2
  -6%	-13%	6%	-0.5	.	44	-2.4%	50	5%	i	-0.1%
CC(C)(C)c1ccc(-n2nc(C#N)c(Cl)cc2=O)cc1
  -11%	-2%	3.7µM*	-1.7	0.4%	.	-8.5%	15	13%	.	-2.2%
C(=N\NC1=NCCCCC1)/c1c[nH]c2ccccc12
  -4%	10%	46%	0.7	-0.1%	17	-1.1%	46	5%	i	-0.6%

Screens deposited in PubChem by several laboratories.
